GPR55 LPI antagonism = GPR55 antagonists blocking LPI-driven arrestin recruitment, primary screen, imaging, U2OS, beta-arrestin-GFP, LPI agonist (AID 2013); U2OS GPR55 beta-arrestin-GFP translocation imaging, LPI antagonism; higher % means a stronger effect; one-dose inhibition, % at 10 µM; IC50 in µM for titrated hits; actives 0.13% (n = 290,000);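 active means spots per cell inhibited over 60%, with over 100 cells counted and total cytoplasm intensity under 500,000; inconclusive means wells with under 100 cells, flagged as likely toxic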;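 further: U2OS cells stably carrying GPR55 and arrestin-GFP stimulated by 5 µM LPI near EC80; imaged beta-arrestin-GFP aggregate spots per cell after agonist stimulation; plate controls were LPI-stimulated DMSO wells for no effect and DMSO wells without LPI for full effect; some results filed as inactive read as strong as hits; confirmed hits need IC50 under 10 µM and bright autofluorescent wells are also inconclusive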
SV40 large T antigen = TAg ATPase/helicase activity blockers – biochemical (AID 1903); SV40 large T antigen ATPase/helicase inhibition assay; higher % means a stronger effect; actives 0.39% (n = 310,000); one-dose inhibition, % at 20 µM; IC50 in µM for titrated hits; in the data active means a potency from the dose series; inconclusive means inhibition mostly from about 32% at the one dose, without a potency; inactive means the rest, 99 in 100 with inhibition below about 32%; further: strong numbers were not always called active
RSV CPE inhibition = inhibition of RSV-induced cytopathic effect – HEp-2 cells, primary 10 µM value included (AID 2391); HEp-2 cells, RSV-induced CPE inhibition; higher % means a stronger effect; CPE inhibition, % at 10 µM, or IC50 in µM where a hit was titrated; actives 0.13% (n = 310,000); in the data active means a potency from the dose series; inconclusive means CPE inhibition mostly from about 23% at the one dose, without a potency; inactive means the rest, 99 in 100 with CPE inhibition below about 21%; further: strong numbers were not always called active
PhoP inhibition = PhoP-dependent GFP reporter repression – Salmonella Typhimurium, primary screen (AID 1863). S. Typhimurium PhoP-regulated promoter GFP reporter, 4 h; higher % means a stronger effect. inhibition, % at 50 µM; hits with a dose series show IC50 in µM. actives 0.16% (n = 300,000);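 active means inhibition over 29.93%, a cutoff 3 SD above the screen mean, later confirmed by dose response; inconclusive means inhibition over 29.93% but no dose response follow-up; inactive means inhibition at most 29.93% or unconfirmed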;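 further: 0% = low Mg2+ inducing control and 100% = high Mg2+ repressing control; strong numbers were not always called active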
Rac1 GTP hydrolysis = MgcRacGAP GTPase-activating activity inhibitors, confirmation, biochemical, ADP Hunter fluorescence. MgcRacGAP-stimulated Rac1 GTP hydrolysis, ADP Hunter fluorescence; higher % means a stronger effect; GST-tagged Rac1 F28L mutant substrate. inhibition, % at 30 µM; hits with a dose series show IC50 in µM. actives 0.6% (n = 340,000);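 active means first-screen hits whose inhibition reached a set limit at any dose in the follow-up dose series; inconclusive means inhibition above the set first-screen limit but never retested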;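 further: fluorescence reports GDP produced by GAP-driven GTP hydrolysis; strong numbers were not always called active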
K1F lysis inhibition = protection from phage-mediated lysis, alamar blue read-out – E. coli UTI89, K1F phage, bacterial capsule biogenesis inhibitors (AID 488966). E. coli UTI89 K1F phage lysis, alamar blue, 2 h; higher % means a stronger effect. inhibition, % at 100 µM, or IC50 in µM where a hit was titrated. actives 0.02% (n = 340,000);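 active means phage lysis inhibition, versus mean bacterial control, above a set limit; inconclusive means no clear call, values can overlap the other calls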;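 further: capsule biogenesis inhibitors block K1F phage lysis so surviving cells raise fluorescence; higher fluorescence means more inhibition of phage lysis; actives were called in the ten point dose series up to 300 µM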
Dengue-2 NS5 capping = Dengue-2 NS5 methyltransferase inhibitors, primary screen, biochemical, confirmation dose response (AID 588689) | Dengue-2 NS5 methyltransferase capping enzyme assay, biochemical; higher % means a stronger effect | one-dose inhibition, % at 25 µM; IC50 in µM for titrated hits | actives 0.3% (n = 340,000); in the data active means a potency from the dose series; inconclusive means inhibition above about 29% without an active follow-up result
HIV peptide binding = inhibitors of HIV fusion peptide binding, primary screen, biochemical, uHTS, fluorescence dequenching (AID 1986); inhibition, % at 20 µM; hits with a dose series show IC50 in µM; cell-free peptide binding, fluorescence dequenching, 30 min; higher % means a stronger effect; actives 0.3% (n = 290,000); in the data active means inhibition mostly above about 52%, no sharp cut-off; inactive means mostly below about 76%; further: some results filed as inactive read as strong as hits
GPR35 antagonists = GPR35 antagonists blocking zaprinast-driven arrestin recruitment, primary screen, imaging, U2OS, beta-arrestin-GFP, zaprinast agonist (AID 2058); actives 0.052% (n = 290,000); U2OS GPR35 beta-arrestin-GFP translocation imaging, zaprinast antagonism; higher % means a stronger effect; inhibition, % at 10 µM, or IC50 in µM where a hit was titrated;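 active means inhibition of at least 50% with at least 30 cells and total cytoplasm GFP at most 10,000,000; inconclusive means under 30 cells or total GFP of 10,000,000 plus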
Dengue-2 NS5 capping pilot replicate = also measured in Dengue-2 NS5 capping; calls as there; inhibition, %; measured here: pilot screen replicate inhibition
Active calls of the source: *; ? = inconclusive; nt = no result given; [ ] = another dose, or the depositor's remark.

SMILES	GPR55 LPI antagonism	SV40 large T antigen	RSV CPE inhibition	PhoP inhibition	Rac1 GTP hydrolysis	K1F lysis inhibition	Dengue-2 NS5 capping	HIV peptide binding	GPR35 antagonists	others
Cc1ccc(-c2nc3cccnc3s2)cc1NS(=O)(=O)c1ccc2c(c1)CCCC2	15%	6%	17%	14%	6%	6.7%	-1%	3.9%	8%
Cc1ccc2c(c1)c1nnc(SCC(=O)Nc3cccc(Cl)c3C)nc1n2CC(=O)O	-15%	2%	-0.5%	0%	9%	-1.0%	-1%	3.6%	-12%
CCc1cccc(C)c1NC(=O)CC1Oc2ccc(C)cc2NC1=O (centres undefined)	1%	-1%	1.7%	-2%	10%	0.9%	-3%	-1.6%	4%
Cc1cccc(-n2c(CNC(=O)c3ccc(S(=O)(=O)N4CCCC4)cc3)n[nH]c2=S)c1	3%	16%	0.1%	0%	17%	-0.1%	-3%	0.8%	-6%
CN1C2C=C3C(C#N)=C(N)C(C#N)(C#N)[C@H](c4c(F)cccc4F)[C@H]3C1CC2 (some centres undefined)	25%	4%	-0.7%	-7%	5%	-0.3%	24%	5.6%	-2%
COCCN(C(=O)CCc1nnc(CCc2c[nH]c3ccccc23)o1)C(C)C	2%	6%	0.8%	-2%	5%	0.1%	3%	-1.5%	2%
Cc1cc(=O)oc2cc(NS(=O)(=O)c3ccc(F)cc3)ccc12	7%	4%	0.6%	7%	5%	-0.1%	-5%	-1.3%	-2%
CC1CCC(N2CCN(c3ccc([N+](=O)[O-])cc3)CC2)CC1 (centres undefined)	14%	7%	4.2%	-1%	7%	-1.0%	-8%	0.8%	-4%
Cc1cc(CN2CCN(CC(=O)Nc3cc(C(F)(F)F)ccc3-n3cncn3)CC2)no1	nt	nt	1.1%	nt	6%	0.4%[50 µM]	1%	nt	nt
CC(C)CN(CCOc1cccc(N2C(=O)C3=C(CCCC3)C2=O)c1)CC(C)C	10%	-2%	0.2%	-15%	8%	-1.7%	-4%	-0.5%	7%
CC1CCCN(CC(O)COc2ccc3c(c2)OCO3)C1 (centres undefined)	0%	0%	-0.7%	3%	11%	-0.1%	-6%	3.5%	-4%
Cc1ccc(C2(C)NC(=O)N(CC(=O)c3ccc(Cl)s3)C2=O)cc1 (centres undefined)	12%	1%	4.2%	26%	5%	0.4%[50 µM]	-3%	6.5%	-9%
Cc1nc2ccccc2c2oc(C(=O)NCC3COc4ccccc4O3)cc12 (centres undefined)	-8%	4%	0.4%	10%	6%	9.7%	-2%	0.9%	-13%
O=C1c2ccccc2NC(c2cccnc2)N1c1ccccc1F (centres undefined)	2%	8%	0.8%	-8%	8%	1.1%[50 µM]	3%	-0.9%	2%
Cc1cccc(NC(=S)N2CCC(c3nc4ccccc4o3)CC2)c1	3%	5%	21%	-7%	-8%	-0.9%	-14%	2.5%	-3%
COC(=O)CC1=NN(c2ccc(OC)cc2)C(=O)/C1=C\c1ccc(Cl)cc1	-1%	13%	1.9%	7%	9%	-1.0%	-5%	43%	2%
COc1cccc2c1OC1(CCN(C(C)C)CC1)N1N=C(c3cccnc3)CC21 (centres undefined)	1%	14%	4.8%	9%	13%	-1.0%	-14%	-2.8%	1%
Cc1cc(C)c2c(-n3cccc3)c(NC(=O)OC(C)C)sc2n1	11%	0%	3.2%	6%	10%	0.2%	1%	-2.1%	2%
COc1cccc(-c2nc(NC3CCCC3)c3ccccc3n2)c1O	-7%	3%	9.8%	nt	5%	0.0%	-6%	1.1%	7%
COCCCn1c(SCC(=O)Nc2sc3c(c2C#N)CCCC3)nnc1-c1ccncc1	3%	8%	0.9%	-5%	-19%	-0.6%	5%	0.1%	3%
CCn1cnc2sc(C)c(C)c2c1=O	-3%	6%	nt	15%	nt	nt	nt	0.2%	-5%
COC(=O)[C@H](Cc1ccccc1)NC(=O)[C@@]1(C)C[C@@H]1[C@@H](NC(=O)OCc1ccccc1)c1ccccc1	8%	16%	3.4%	2%	10%	1.4%	-1%	1.3%	7%
O=C(CSc1ncnc2nc[nH]c12)N1CCN(c2ccccc2)CC1	-10%	7%	2.0%	7%	10%	0.6%	0%	-0.7%	7%	Dengue-2 NS5 capping pilot replicate=-6.7
Cc1cccc(C(=O)CC(=O)c2cc(Cl)ccc2O)c1	32%	-2%	-1.7%	-6%	10%	0.3%	-3%	-1.1%	2%
N#Cc1nc(-c2ccco2)oc1NCc1ccco1	-6%	13%	1.0%	10%	14%	-0.6%	-3%	-2.6%	-11%
The list continues.
SMILES	GPR55 LPI antagonism	SV40 large T antigen	RSV CPE inhibition	PhoP inhibition	Rac1 GTP hydrolysis	K1F lysis inhibition	Dengue-2 NS5 capping	HIV peptide binding	GPR35 antagonists	others
CCN(CC)C(=O)Cn1ccc(NC(C)=O)nc1=O	3%	20%	0.9%	-3%	5%	0.1%	-1%	2.4%	2%
COc1ccc(/C=N/NC(=O)c2nc(-c3ccccc3)n(-c3ccccc3)n2)cc1	-21%	13%	1.3%	0%	-5%	-0.2%	-2%	-6.7%	-5%
CSC1=NCCN1C(=O)c1ccc(Br)o1	5%	-8%	4.7%	11%	6%	0.3%	-9%	-1.6%	-5%
CN(Cc1c(C(=O)N2CCc3ccccc3C2)nc2ccc(Cl)cn12)C(C1CC1)C1CC1	0%	nt	6.9%	nt	6%	-0.1%	11%	0.8%	-12%
COc1cccc(CNC(=O)CCCSc2ccccc2)c1	6%	5%	1.9%	-3%	0%	0.0%	4%	-0.3%	-19%
CCOC(=O)C1=C(CN2CCOCC2)NC(=O)NC1c1cc(C)ccc1C (centres undefined)	4%	0%	0.3%	3%	2%	4.2%	-13%	-0.7%	-8%
COc1ccc(-n2c3c(c(=O)[nH]c2=O)C(NS(=O)(=O)c2ccc(Cl)cc2)(C(F)(F)F)C(=O)N3)cc1 (centres undefined)	-3%	13%	2.3%	-3%	-13%	1.4%[50 µM]	4%	1.9%	-9%
CCOC(=O)Cc1csc(SCc2cc(=O)oc3cc(O)ccc23)n1	2%	7%	3.3%	1%	8%	4.1%	-2%	3.0%	-9%
O=c1c(Cl)c2oc3ccccc3nc-2c2ccccc12	-16%	-4%	2.8%	21%	8%	-0.5%	14%	51%*	12%
Nc1cc(Nc2ccccc2)c2nonc2c1[N+](=O)[O-]	0%	-5%	-0.8%	-3%	nt	-0.4%	-1%	-0.3%	-6%
COc1ccccc1NCN1C(=O)CCC1=O	4%	nt	1.6%	nt	6%	0.0%	-3%	0.5%	-1%
COc1ccccc1N1CCN(S(=O)(=O)c2ccc3nc(-c4ccccc4)[nH]c3c2)CC1	7%	4%	?	3%	4%	-0.1%	1%	2.3%	0%
Cc1ccccc1OCCNCC(C)O (centres undefined)	4%	13%	0.7%	0%	17%	0.0%	1%	-1.3%	5%
O=c1[nH]c2ccccc2n1C1=CCNCC1	4%	nt	nt	0%	3%	0.1%	-3%	1.9%	9%
Oc1nc(Nc2ccc(F)cc2)sc1/C=C1\C=Nc2ccccc21	1%	8%	?	8%	10%	0.7%	11%	-0.9%	-4%
COc1ccc(N2CC(C(=O)N/N=C/c3cc([N+](=O)[O-])ccc3O)CC2=O)cc1 (centres undefined)	-1%	0%	2.7%	1%	-2%	1.8%	5%	3.1%	7%
O=C(CCc1ccc(S(=O)(=O)NCc2ccccc2)cc1)NCc1ccc2c(c1)OCO2	-1%	2%	-0.3%	13%	8%	0.4%	2%	-2.3%	-8%
CCOc1ccc(NCC2CCOC(C)(C)C2)cc1 (centres undefined)	-4%	12%	0.9%	-8%	30%	0.8%	4%	-0.7%	-12%
COc1ccc2cc(C(=O)Nc3c(C)n(C)n(-c4ccccc4)c3=O)sc(=O)c2c1OC	2%	12%	5.0%	9%	0%	0.4%	-9%	-0.3%	-3%
COc1ccccc1C(=O)NCCC(=O)Nc1nc2ccccc2[nH]1	nt	11%	0.9%	-6%	5%	2.0%[50 µM]	1%	nt	nt
COCCNC(=O)C(OC(=O)c1cccs1)c1ccc(F)cc1 (centres undefined)	6%	16%	2.4%	-11%	-10%	-0.2%	-1%	0.9%	-7%
Cc1cc2c(cc1S(=O)(=O)Nc1cccc(C)c1C)n(C)c(=O)c(=O)n2C	-8%	nt	-1.5%	nt	-2%	-3.4%	-1%	-0.4%	5%
COCCN(C(=O)CSc1nnc(-c2cccc(OC)c2)n1C)c1c(N)n(Cc2ccccc2)c(=O)[nH]c1=O	6%	7%	0.9%	-11%	-1%	0.3%	0%	-1.1%	16%
CCC(=O)c1ccc(OCC(O)CNCc2ccc(F)cc2)cc1 (centres undefined)	1%	3%	-0.3%	42%	7%	6.3%	-4%	2.7%	21%
COc1ccc(/C(C)=N/NC(=O)CNC(=O)c2ccncc2)c(OC)c1	1%	2%	0.7%	-7%	3%	0.1%	13%	-0.4%	-16%
Continuation:
SMILES	GPR55 LPI antagonism	SV40 large T antigen	RSV CPE inhibition	PhoP inhibition	Rac1 GTP hydrolysis	K1F lysis inhibition	Dengue-2 NS5 capping	HIV peptide binding	GPR35 antagonists	others
Cc1c(C(=O)NCc2ccccc2)oc2ccc(S(=O)(=O)N3CCC4(CC3)OCCO4)cc12	-3%	17%	15%	-7%	5%	1.6%	-6%	-2.0%	-20%
CCN(CC)c1ccc(N2C(=O)/C(=C/c3cccs3)SC2=S)cc1	6%	0%	1.9%	-17%	12%	0.1%	3%	-1.7%	18%
COc1ccc(CNC(=O)C2CCN(C(=O)c3ccc(-c4ccccc4)cc3)CC2)cc1	nt	12%	5.7%	-8%	8%	0.3%	0%	1.8%	-4%
COc1ccc(N2CCN(C(=O)CCCC(=O)c3ccccc3)CC2)cc1	-10%	nt	0.4%	nt	19%	3.9%	-3%	-0.8%	2%
C/C(=N/NC(=O)c1ccoc1C)c1cccc(NC(=O)C(F)(F)F)c1	-9%	9%	1.2%	7%	1%	-5.7%	-4%	-1.0%	14%
Cc1ccc(S(=O)(=O)N2CCN(C(=O)c3ccccc3Cc3ccccc3)CC2)c(C)c1	3%	16%	10%	-1%	13%	1.7%[50 µM]	-1%	0.4%	-8%
COc1cccc2c1[C@@H]1CN(CCCCn3c(=O)[nH]c4c(sc5ncc(-c6ccccc6)nc54)c3=O)C[C@@H]1CO2	nt	25%	7.8%	-11%	4%	5.5%	1%	nt	nt
